# NPYLR7 agonist – agonists of mosquito NPYLR7 receptor, primary screen, cell-based, Aedes aegypti, calcium fluorescence, mosquito biting behavior. Aedes aegypti neuropeptide Y-like receptor 7 (NPYLR7). AID 1259423, 2018. HEK293T NPYLR7/Galpha15, GCaMP6s calcium fluorescence. activation, % at 10 µM. 0.15% of 270,000 active; in the data active = activation above about 40%;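 note: 0% = vehicle and 100% = reference agonist at the receptor; some compounds past the cut are filed as inactive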
# hcGAS inh – Primary biochemical luminescence assay for human cyclic GMP-AMP synthase inhibitors; Q8N884; recombinant h-cGAS, ATP depletion, Kinase-Glo luminescence; inhibition, % at 12.5 µM; 0.081% of 290,000 active;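 note: 0% = vehicle reaction and 100% = reaction without DNA for no activity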
# Target sequence (Q8N884 whole entry, looked up): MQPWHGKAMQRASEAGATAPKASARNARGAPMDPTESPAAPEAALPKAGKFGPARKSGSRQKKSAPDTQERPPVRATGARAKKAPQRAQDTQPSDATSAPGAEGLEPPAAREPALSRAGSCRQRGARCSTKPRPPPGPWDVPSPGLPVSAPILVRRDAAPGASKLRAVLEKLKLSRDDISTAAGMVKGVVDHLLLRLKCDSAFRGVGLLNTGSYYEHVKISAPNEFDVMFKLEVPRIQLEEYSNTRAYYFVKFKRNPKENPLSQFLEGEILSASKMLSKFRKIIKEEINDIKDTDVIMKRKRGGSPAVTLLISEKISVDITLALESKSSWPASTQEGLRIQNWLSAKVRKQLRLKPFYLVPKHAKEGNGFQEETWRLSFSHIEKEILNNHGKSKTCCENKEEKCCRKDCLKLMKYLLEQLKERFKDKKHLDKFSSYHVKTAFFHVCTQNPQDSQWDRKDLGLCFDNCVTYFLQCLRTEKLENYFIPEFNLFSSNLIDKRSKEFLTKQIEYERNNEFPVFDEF
# mcGAS lum – cyclic GMP-AMP synthase inhibitors, mouse, primary biochemical chemiluminescence | Q8C6L5 | recombinant cGAS, Kinase-Glo ATP depletion luminescence | inhibition, % at 12.5 µM | 0.15% of 160,000 active;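 note: 0% = negative control wells and 100% = reference inhibitor with no enzyme activity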
# * = called active by the depositor; . = not tested or not shown; & = joins results of further samples. Cut-off read from the data, not from the text of the source, unless noted: active = inhibition above about 40%; inactive = the rest. Not a hit list; any-hit rate near 0.29%.
# Start of the data: the first 6 compounds, to show the layout:
# Every second line gives: NPYLR7 agonist | hcGAS inh | mcGAS lum
> COc1coc(CN2CCOC(Cc3ccccc3)C2)cc1=O (stereo not given)
    3 | 2 | .
> Cc1ccc(-c2nc(N3CCN(C(=O)Nc4ccc(C(C)C)cc4)CC3)c3ccccc3n2)cc1
    21 | 0 | -7
> Cc1ccc(C(=O)CSc2nc(=O)[nH]c3c2CCCC3)cc1
    0 | -1 | -8
> COc1ccc(C2CC(c3ccc(Cl)cc3)=Nc3nnnn32)cc1 (stereo not given)
    8 | -6 | .
> Cc1ccsc1[C@@H]1CCN(C(=O)CCC(=O)c2ccccc2)C[C@H]1O
    3 | 0 | -13
> N#Cc1ccc(/C=C(/Cl)c2nc(-c3ccsc3)no2)cc1
    4 | -6 | -3

# The listing, from the first entry:
# Every second line gives: NPYLR7 agonist | hcGAS inh | mcGAS lum
> COc1coc(CN2CCOC(Cc3ccccc3)C2)cc1=O (stereo not given)
    3 | 2 | .
> Cc1ccc(-c2nc(N3CCN(C(=O)Nc4ccc(C(C)C)cc4)CC3)c3ccccc3n2)cc1
    21 | 0 | -7
> Cc1ccc(C(=O)CSc2nc(=O)[nH]c3c2CCCC3)cc1
    0 | -1 | -8
> COc1ccc(C2CC(c3ccc(Cl)cc3)=Nc3nnnn32)cc1 (stereo not given)
    8 | -6 | .
> Cc1ccsc1[C@@H]1CCN(C(=O)CCC(=O)c2ccccc2)C[C@H]1O
    3 | 0 | -13
> N#Cc1ccc(/C=C(/Cl)c2nc(-c3ccsc3)no2)cc1
    4 | -6 | -3
> Cc1c(C2CC(=O)Nc3[nH]ncc32)[nH]c2ccc(F)cc12 (stereo not given)
    -8 | -3 | -11
> CN(C)c1ccc(NC(=O)C2CCC2)cc1CN(Cc1ccco1)C(=O)NC(C)(C)C
    -3 | -5 | -5
> CCc1nc(C)c(C(=O)NC(C)CCc2ccco2)o1 (stereo not given)
    -5 | -5 | .
> CCCNC(=O)Cn1c(=O)c2c(OC)c(C)cnc2n(C)c1=O
    4 | -5 | -6
> COc1cc(=O)n(-c2ccc(F)cc2)nc1C(=O)N(Cc1ccccc1)Cc1ccccc1
    4 | -11 | -8
> CN(Cc1nccn1Cc1ccccc1)C(=O)c1ccc(NC(=O)C2CCC2)cc1
    5 | -8 | -17
> CCC(C)N(CC(=O)N(CCc1ccccc1)Cc1ccc(C)o1)C(=O)c1ccc(C)cc1 (stereo not given)
    0 | 0 | -4
> CCc1nn(C)c(Cl)c1CN1CCCn2nc(C(=O)OC)cc2C1
    -4 | 1 | .
> Cc1cc(C)nc(SCc2c(C(=O)NCc3ccco3)nnn2-c2ccccc2)n1
    -4 | -3 | -1
> CCCOc1cccc(C(=O)Nc2cccc(-c3nc4cc(C)c(C)cc4o3)c2)c1
    9 | -4 | -5
> O=C1OCCC1Sc1ncc(C(F)(F)F)cc1Cl (stereo not given)
    10 | -4 | .
> O=C(Nc1ccc(-c2ccn[nH]2)cc1)C1CCCN(Cc2cccc3cccnc23)C1 (stereo not given)
    5 | -11 | .
> COC(=O)CNC(=O)c1cccnc1Sc1ccccc1Cl
    1 | -4 | .
> N#Cc1c(N)nc(SCC(N)=O)c(C#N)c1C1CCCCC1
    3 | -6 | .
> CCN(CCN1CCCC1)C1CCCNC1 (stereo not given)
    12 | -9 | .
> Cc1cccc(C2c3cccn3CCCN2Cc2ccccc2C(F)(F)F)c1 (stereo not given)
    4 | -9 | -7
> CC(C)C1Oc2ccccc2C2CC(c3ccccc3)=NN21 (stereo not given)
    6 | -3 | -6
> O=C(C1CC2(CCNCC2)CN1)N(CCc1ccccc1)Cc1ccccc1 (stereo not given)
    19 | 0 | .
> O=C(NCCNc1nccc(C2CCCC2)n1)c1ccncc1
    2 | -6 | .
> O=C1C2C3CC(C(Br)C3Br)C2C(=O)N1c1cccnc1 (stereo not given)
    -1 | -4 | -3
> O=C(C(Cc1ccccc1)c1ccccc1)N1CCC(c2ccccc2)CC1 (stereo not given)
    -7 | -4 | -3
> CCCc1cn(C2CCN(C(=O)c3cc4c(nc3OC)CCC4)CC2)nn1
    1 | -5 | .
> C/C=C(\C)C(=O)N1CCc2ccccc2C1c1ccc(Cl)cc1 (stereo not given)
    -6 | -2 | 1
> O=C(N[C@@H]1CCCCC1NC(=O)C1CCN(C(=O)COc2ccccc2)CC1)c1ccc(F)cc1 (stereo not given in full)
    0 | -5 | -5

# Further entries follow:
# Every second line gives: NPYLR7 agonist | hcGAS inh | mcGAS lum
> C#CCN(CC=C)Cc1cn[nH]c1-c1cc(OC)c(OC)c(OC)c1
    9 | -12 | .
> CN(C(=O)CCNC(=O)C1CCCN(C(=O)Cc2ccc(F)cc2)C1)c1ccccc1 (stereo not given)
    9 | -5 | .
> CCOC(=O)C1CCCN(C(=O)c2cc(C(C)C)nc3c2c(=O)[nH]c(=O)n3CC)C1 (stereo not given)
    -2 | -1 | .
> CCC1CCCN(C(C)c2c(F)cccc2F)C1 (stereo not given)
    11 | -10 | .
> Cc1ccccc1OS(=O)(=O)c1cc(Cl)ccc1Cl
    0 | 9 | .
> CC(C(=O)O)N1C(=O)C2C3C=CC(C3)C2C1=O (stereo not given)
    3 | 2 | .
> CS(=O)(=O)c1ccccc1C(=O)N(CCCN1CCOCC1)c1nc2ccc(Cl)cc2s1
    -1 | -3 | -6
> CCN1CCCC1CNc1c2c(nc3ncnn13)CCCC2 (stereo not given)
    0 | -8 | -8
> CCN(CC)C(=O)C1CCCN(C2CCN(c3ccc(NC(=O)Cc4cccc(F)c4)cc3)CC2)C1 (stereo not given)
    17 | -8 | -12
> COCCN1C(=O)CC(CC(=O)NCc2ncccc2C)(c2ccccc2OC)C1=O (stereo not given)
    8 | 1 | -2
> COc1ccc(C2=NN(C(=O)CN3CCCC3)C(c3ccc(C)cc3)C2)c(OC)c1 (stereo not given)
    -1 | -7 | -6
> CCOc1ccc2oc(C(=O)OCC(=O)N3C(C)CCCC3C)c(C)c2c1 (stereo not given)
    4 | -2 | .
> Cc1ccc(-n2ncc3c(C)nn(Cc4ccccn4)c(=O)c32)cc1C
    6 | -7 | .
> COc1cccc(Cn2c(C(=O)N3CCN(C(=O)Nc4ccccc4OC)C(C)C3)cc3ccoc32)c1 (stereo not given)
    -1 | -12 | -6
> CCCCN(C)C(=O)c1sc(=O)n(Cc2cccc(F)c2)c1C
    5 | -2 | .
> COc1cc(C(=O)N(CCN(C)C)CC2CCCN(Cc3ccccc3F)C2)ccc1C (stereo not given)
    4 | -6 | -10
> C=Cc1ccc(Cn2c(C)c(C(=O)NCc3cccc(C)c3)sc2=O)cc1
    10 | -7 | .
> COCC(=O)Nc1nnc(SCC(=O)c2cccc(OC)c2)s1
    -1 | -3 | -5
> CCCCOc1ccc(C(=O)NCc2nnc(SCC(=O)Nc3nnc(C)s3)n2-c2ccc(F)cc2)cc1
    -6 | 4 | .
> NC(=O)c1ccc(NCCOc2ccc(Cl)cc2Br)cc1Cl
    0 | -5 | .
> COc1cccc(OCc2cc(C(=O)N3C[C@H]4CC[C@H]3C4)n[nH]2)c1
    1 | -1 | .
> CN1N=C(C(=O)N2CCC3CCCCC3C2)CCC1=O (stereo not given)
    2 | -4 | .
> CCOC(=O)C1(Cc2ccccc2F)CCCN(C(=O)c2ccoc2)C1 (stereo not given)
    -5 | -4 | -7
> CN1CCC(C(=O)N2CC(C)(C)C2c2ccccc2)CC1=O (stereo not given)
    3 | -10 | .
> COc1ccc(S(=O)(=O)N2CCc3ccccc3C2)cc1N1CCN(C(=O)/C=C/c2ccccc2)CC1
    27 | -1 | -7
> COc1cccc(-c2ncc(C3NCCc4[nH]cnc43)s2)c1 (stereo not given)
    7 | -9 | .
> O=C(CSc1nnc2ccccn12)NCc1ccc2c(c1)OCO2
    1 | -10 | .
> Cc1cc(C)cc(C(=O)Oc2coc(CSc3nccn3C)cc2=O)c1
    -2 | -7 | -7
> COc1cccc(OCC2c3ccsc3CCN2C(=O)CN(C(=O)C2CC2)C2CC2)c1 (stereo not given)
    -6 | -7 | -7
> CCCCN(C)C(=O)Cn1nc(CC)n2c(cc3occc32)c1=O
    1 | -10 | -1

# New compounds follow.
# Every second line gives: NPYLR7 agonist | hcGAS inh | mcGAS lum
> O=C1OC2C=CC=CC2C=C1C(=O)N1CCSC1c1ccc2c3c(cccc13)CC2 (stereo not given)
    -1 | 0 | -6
> COc1cc(OC)cc(C2c3cccn3CCCN2Cc2ccoc2)c1 (stereo not given)
    12 | -5 | -5
> CN=c1scc(-c2ccc(F)cc2)n1N=Cc1ccc(Br)cc1
    -2 | -1 | .
> COCCCN(CC(=O)N(CCc1c[nH]c2ccccc12)Cc1ccccc1)C(=O)c1ccc(Cl)cc1
    -4 | -6 | -6
> CCOc1ccc(-c2cc3c(=O)n(CC(=O)Nc4ccc5c(c4)OCCO5)ncn3n2)cc1
    17 | -3 | -7
> Cc1ccc(NC(=O)Nc2ccc(N3CCCC3)c(C(=O)NCc3ccccc3)c2)cc1
    7 | 0 | -8
> CN1C(=O)/C(=C\c2cc(Cc3ccccc3)ccc2O)SC1=S
    4 | -9 | 4
> Cc1csc(-c2nccn2CCc2c(C)n[nH]c2C)n1
    -1 | -11 | -13
> CCc1ccccc1-n1cc(O)c(C(=O)N(C)Cc2cnccn2)n1
    8 | -9 | .
> O=C(c1ccc(Cl)cc1Cl)N(Cc1nc2cc(Cl)ccc2o1)C1CCCC1
    1 | -5 | -6
> COc1cccc(CN(CCC(C)C)CC(O)COCc2ccccc2)c1OC (stereo not given)
    18 | -5 | -6
> CC=CCn1c(SCCCCCC)nc2c1c(=O)[nH]c(=O)n2C
    0 | -10 | .
> CC(=O)Nc1ccc(SCC(O)COc2ccccc2)cc1 (stereo not given)
    6 | 0 | .
> O=C(CSc1ncnc2sc3c(c12)CCCC3)Nc1ccc(Cl)cc1
    0 | -7 | -5
> COCCN(CC(=O)N(CCc1ccccc1)Cc1ccc(C)o1)Cc1cc(F)cc(F)c1
    8 | 1 | -3
> Cc1nc(-n2nc(-c3ccco3)cc2NC(=O)/C=C\c2ccccc2)[nH]c(=O)c1C
    6 | 3 | .
> O=c1[nH]cnc2c1sc(=S)n2-c1ccccc1
    0 | -5 | .
> COc1ccc(CN(C)Cc2coc3ccccc3c2=O)c2cccnc12
    24 | -6 | -12
> CC(C)N(Cc1ccc(OS(=O)(=O)c2cccc(C(F)(F)F)c2)cc1)C(=O)NCc1ccccc1
    -1 | -14 | -6
> CCC(C(=O)N1CCC2(CC1)NC(=O)c1c(C)cccc1N2)c1ccccc1 (stereo not given)
    -3 | -9 | -5
> O=C(COC(=O)CCNC(=O)NC12CC3CC(CC(C3)C1)C2)NCC(F)(F)F
    17 | -15 | .
> O=C(c1ccc(CNC2CCSC2)cc1)N1CCCC1 (stereo not given)
    11 | -5 | .
> C=Cc1ccc(Cn2cc(C(=O)NCc3ccco3)sc2=O)cc1
    7 | -4 | .
> COc1ccccc1-c1cc(NC2CCNCC2)nc2[nH]ccc12
    12 | -4 | .
> CCc1nccn1CC(=O)N1CCCC(O)(CN(C)C)C1 (stereo not given)
    -1 | -7 | .
> O=C(Nc1ccc(Cl)c2ncsc12)c1ccc([N+](=O)[O-])cc1
    3 | -1 | .
> Cc1cnc(C(=O)NCC2CCN(c3cnn(C)c(=O)c3)C2)[nH]1 (stereo not given)
    6 | -5 | -11
> Cc1n[nH]c(C)c1NC(=O)CN1CC(C)CC1c1ccccc1F (stereo not given)
    9 | -6&-7 | .
> NC(=O)c1cccnc1N1CCN(Cc2ccc(Cl)cc2)CC1
    2 | -10 | .
> CCCc1nc(C)cc(N2CCC(O)(C(=O)O)CC2)n1
    6 | 2 | 2

# Given bar-delimited: part of the list above
SMILES | NPYLR7 agonist | hcGAS inh | mcGAS lum
O=c1[nH]cnc2c1sc(=S)n2-c1ccccc1 | 0 | -5 | .
COc1ccc(CN(C)Cc2coc3ccccc3c2=O)c2cccnc12 | 24 | -6 | -12
CC(C)N(Cc1ccc(OS(=O)(=O)c2cccc(C(F)(F)F)c2)cc1)C(=O)NCc1ccccc1 | -1 | -14 | -6

# Grouped by structure: those above containing a cyano group
# Every second line gives: NPYLR7 agonist | hcGAS inh | mcGAS lum
> N#Cc1ccc(/C=C(/Cl)c2nc(-c3ccsc3)no2)cc1
    4 | -6 | -3
> N#Cc1c(N)nc(SCC(N)=O)c(C#N)c1C1CCCCC1
    3 | -6 | .

# New compounds follow.
# Every second line gives: NPYLR7 agonist | hcGAS inh | mcGAS lum
> Nc1ccsc1C(=O)N1CCCC(CCc2ccccc2F)C1 (stereo not given)
    7 | -5 | .
> CC(C)n1cc(C(=O)N2CCC(n3nccc3NC(=O)CCc3ccccc3)CC2)cn1
    -4 | -9 | -5
> O=[N+]([O-])c1ccc(NN=C2CCCCC2)c(S(=O)(=O)N2CCOCC2)c1
    -7 | -8 | .
> CC(C)(C)c1ccc(-n2c(=O)[nH]c3c(C(N)=O)nc(CCc4ccccc4)nc32)cc1
    -4 | -9 | -8
> CCCC(=O)N1N=C(c2ccc(CC)cc2)CC1c1ccco1 (stereo not given)
    . | 0 | -2
> CCCCn1c(=O)c2oc3ccccc3c2n(CC(=O)Nc2c(C)cccc2CC)c1=O
    -1 | -1 | -3
> O=C(NCCCn1ccnc1)c1nnc2n(c1=O)CCN2c1ccc(F)cc1
    3 | -10 | -8
> Cc1ccc(-c2cnc(N)cn2)c2cccnc12
    8 | -4 | -18
> COC(=O)c1cn(Cc2cccc(OC)c2)nc1S(=O)(=O)N1CCSCC1
    -11 | 7 | .
